Compound activity from PubChem BioAssay.
LDHA inh: blocks human lactate dehydrogenase A; activity change, % (values are at about 110 or 230 µM); AID 1347041; purified LDHA, NADH/diaphorase-resazurin fluorescence; active compounds read low; 480,000 compounds, 0.15% hits; in the data active = activity change below about -30%; inconclusive = mostly about -25% to -30%;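 note: plate controls were DMSO wells for no effect and wells without enzyme for full effect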
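Enzyme activity of human lactate dehydrogenase 5 (2 nM; 0.06 mM NADH, 0.2 mM pyruvate, 5 min, RT) is measured via a resazurin/diaphorase fluorescence readout of residual NADH.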
Vif-APOBEC3G blk: Vif-A3G binding inhibition | 410,000 compounds, 0.076% hits | HeLa A3G-eYFP + Vif (tagged APOBEC3G with the HIV-1 protein that degrades it), YFP fluorescence, overnight | AID 602310 | Potency, µM (doses to about 46.1 µM), without a hit: at the top dose activity, negative = active, actives largely listed as inhibitors | Q9HC16;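 note: potency is the fitted concentration of half-maximal effect; % is set by controls: 0 for no effect and ±100 for the full control effect; nearly all actives have a fitted effect of over 60% in size; hits raise eYFP signal because A3G escapes Vif-driven loss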
Target sequence (Q9HC16 whole entry, looked up): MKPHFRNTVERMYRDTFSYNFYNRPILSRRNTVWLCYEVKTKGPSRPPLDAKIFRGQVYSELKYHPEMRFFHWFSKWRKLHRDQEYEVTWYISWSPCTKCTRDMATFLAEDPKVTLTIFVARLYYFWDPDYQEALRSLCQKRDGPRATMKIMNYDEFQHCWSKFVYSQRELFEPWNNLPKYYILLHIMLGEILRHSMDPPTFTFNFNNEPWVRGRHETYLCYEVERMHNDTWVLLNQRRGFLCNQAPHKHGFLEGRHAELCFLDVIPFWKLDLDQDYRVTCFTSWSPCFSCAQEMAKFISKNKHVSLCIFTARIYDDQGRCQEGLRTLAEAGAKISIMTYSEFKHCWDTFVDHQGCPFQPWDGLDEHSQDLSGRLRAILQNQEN
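Read-out is eYFP fluorescence (Ex 488/Em 500-530) from Vif-expressing HeLa A3G-eYFP cells; more signal means A3G escaped Vif-mediated degradation. Cells plated overnight, compound pinned in, incubated overnight at 37 deg C.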
TrxR1 substrate: substrates of rat thioredoxin reductase 1 | O89049 | purified TrxR1 substrate turnover, NADPH consumption readout | Potency, µM (highest dose often 114 µM), for the others: at the top dose activity change, negative = substrate turnover | 390,000 compounds, 0.01% hits; note: potency is the fitted concentration of half-maximal effect; % is set by controls: 0 for no effect and ±100 for the full control effect; nearly all actives have a fitted effect of over 50% in size
Target sequence (O89049 whole entry, looked up): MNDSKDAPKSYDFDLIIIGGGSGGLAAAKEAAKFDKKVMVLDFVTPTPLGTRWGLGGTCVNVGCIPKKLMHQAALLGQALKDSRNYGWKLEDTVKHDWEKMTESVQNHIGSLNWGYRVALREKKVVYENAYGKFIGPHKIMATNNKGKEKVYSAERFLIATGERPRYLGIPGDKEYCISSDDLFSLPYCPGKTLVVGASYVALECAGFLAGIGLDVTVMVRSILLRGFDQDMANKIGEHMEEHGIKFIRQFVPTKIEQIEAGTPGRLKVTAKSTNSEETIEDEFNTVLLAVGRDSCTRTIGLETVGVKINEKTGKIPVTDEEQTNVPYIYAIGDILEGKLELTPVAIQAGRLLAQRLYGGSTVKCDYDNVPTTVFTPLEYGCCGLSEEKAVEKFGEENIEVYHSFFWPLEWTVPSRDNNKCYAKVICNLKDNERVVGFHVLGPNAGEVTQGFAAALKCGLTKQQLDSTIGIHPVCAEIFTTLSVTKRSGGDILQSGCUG
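Rat TrxR1, dispensed at 90 nM, was prereduced with 400 uM NADPH (final) for 5 min at ~22 deg C, then incubated with compound 15 min before 400 uM selenite. A first-read NADPH fluorescence drop versus no-compound background flagged substrates.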
RGS4 inh: human RGS4 inhibition; P49798; Potency, µM (series often up to 114 µM), for inactives: at the top dose activity change, negative = inhibition, hits mostly inhibitors; 390,000 compounds, 0.039% hits; AID 504845; Transcreener GDP fluorescence polarization, RGS4-accelerated GTP hydrolysis; note: potency is the fitted concentration of half-maximal effect; % is set by controls: 0 for no effect and ±100 for the full control effect; nearly all actives have a fitted effect of over 75% in size; some results filed as inactive show a strong effect at the top dose
Target sequence (P49798 whole entry, looked up): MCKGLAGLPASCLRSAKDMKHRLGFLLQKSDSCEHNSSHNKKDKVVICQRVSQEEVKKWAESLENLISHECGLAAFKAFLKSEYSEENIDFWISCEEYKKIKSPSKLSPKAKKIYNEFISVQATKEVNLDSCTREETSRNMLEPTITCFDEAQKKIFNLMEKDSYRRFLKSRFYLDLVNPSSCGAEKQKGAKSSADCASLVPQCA
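MLSMR compounds (23 nl, pin-transferred) preincubated 10 min at room temperature with a 500nM (2x) first reagent, then RGS4 at 900nM (2x) plus Transcreener GDP mix added; fluorescence polarization (620/688 nm) read before and after 90 min at 30 °C.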
IDH1 R132H inh: human IDH1 R132H inhibition; O75874; IDH1-R132H enzyme, NADPH consumption, diaphorase/resazurin fluorescence; Potency, µM (series often up to 76.6 µM), inactives show top-dose activity change, negative = inhibition, usual class: inhibitors; 390,000 compounds, 0.093% hits; AID 602179; note: potency is the fitted concentration of half-maximal effect; % is set by controls: 0 for no effect and ±100 for the full control effect; nearly all actives have a fitted effect of over 65% in size
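IDH1-R132H (0.5 ug/mL) preincubated 30 min with compound, then NADPH (0.016 mM) and alpha-KG (2 mM) added; 80 min at RT, pH 7.5. Remaining NADPH coupled via diaphorase/resazurin to fluorescence (540/590 nm); concentration-response curves normalized to no-enzyme control.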
USP1-UAF1 inh: inhibitors of human USP1/UAF1 deubiquitinase; 390,000 compounds, 0.23% hits; Potency, µM (highest dose often 57.1 µM), for the others: at the highest dose activity change, negative = inhibition, hits mostly inhibitors; recombinant USP1/UAF1, Ub-Rhodamine cleavage fluorescence; O94782; AID 743255; note: potency is the fitted concentration of half-maximal effect; % is set by controls: 0 for no effect and ±100 for the full control effect; nearly all actives have a fitted effect of over 60% in size; inactives centre near -12
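USP1/UAF1 complex (1 nM) preincubated 15 min at room temperature with compound, then Ub-Rho substrate (150 nM final) added. Kinetic fluorescence at 480/540 nm over 6 reads at 60 s intervals; 50 mM HEPES pH 7.8, 0.5 mM EDTA, 0.1 mg/ml BSA, 1 mM TCEP, 0.01% Tween-20.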
Glioma ERSR ind: ER stress response induction in glioma. U87-MG GRP78 promoter luciferase reporter, 16 h. 420,000 compounds, 0.02% hits. Potency, µM, inactives show top-dose activation, actives largely listed as activators; note: potency is the fitted concentration of half-maximal effect; series mostly up to about 76 µM; % of control where 0% means no effect; nearly all actives have a fitted effect of over 35% in size
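Stably transfected U87-MG human glioma cells carrying a GRP78-based luminescent sensor were seeded at 1000 cells/well, pin-dosed with compounds and incubated 16 h. Luciferase reagent was then added, and end-point luminescence was read after 10 min at room temperature.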
Vif-A3F inh: Vif-A3F binding inhibition | AID 602313 | HeLa A3F-eYFP + Vif (tagged APOBEC3F with the HIV-1 protein that degrades it), YFP fluorescence increase | 390,000 compounds, 0.2% hits | Potency, µM (highest dose often 46.1 µM), for the others: at the highest dose activity, negative = active; note: potency is the fitted concentration of half-maximal effect; % of control where 0% means no effect; nearly all actives have a fitted effect of over 65% in size
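HeLa cells stably expressing A3F-eYFP plus Vif, plated and incubated overnight at 37 deg C, then exposed to compounds overnight at 37 deg C. Blocked degradation read as raised yellow fluorescence (Ex 488/Em 500-530).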
rTrxR1 inhibitor: blocks rat thioredoxin reductase 1 | O89049 | recombinant rTrxR1, NADPH fluorescence consumption, selenite substrate | Potency, µM (top dose mostly 114 µM), for the others: at the highest dose activity change, negative = inhibition, hits mostly inhibitors | 390,000 compounds, 1% hits; note: potency is the fitted concentration of half-maximal effect; % is set by controls: 0 for no effect and ±100 for the full control effect; nearly all actives have a fitted effect of over 65% in size
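Rat TrxR1 (90 nM in the dispensed reagent) was pre-reduced with 400 uM NADPH for 5 min at room temperature, then incubated with compound for 15 min. After 400 uM selenite was added, NADPH fluorescence (Ex 340/Em 450 nm) was followed for 8 min.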
* = called active by the depositor; ? = inconclusive; . = not tested or not shown; & = joins results of further samples; [ ] = dose if it differs, or a comment. Unless noted, calls come from the whole dose curve; as a rule, active = well fitted curve in the direction sought with a large enough effect; inconclusive = small, poorly fitted or top-dose-only effect, or another doubt; inactive = no such curve, though single readings can be large; an effect the other way counts as inactive or inconclusive.

No.	Structure	LDHA inh	Vif-APOBEC3G blk	TrxR1 substrate	RGS4 inh	IDH1 R132H inh	USP1-UAF1 inh	Glioma ERSR ind	Vif-A3F inh	rTrxR1 inhibitor
1	COC(=O)c1cc(C(=O)NNC(=O)c2ccc3c(c2)OCO3)cc([N+](=O)[O-])c1	0	4%	-3%	34%	9%	-4%	-2%	6%	21%
2	O=C(Nc1ccc([N+](=O)[O-])cn1)c1ccc(Br)o1	-5	1%	-5%	-19%	-1%	-22%	11%	-1%	3%
3	NC(=O)C1CCN(C(=O)/C=C/c2ccccc2[N+](=O)[O-])CC1	-3	1%	3%	29%[11.4 µM]	-6%	-9%	0%	-7%	9%
4	COc1ccc(N(C)S(=O)(=O)c2cccc(C(=O)NC3CCCC3)c2)cc1	-11	3%	-10%	5%	9%	-3%	-2%	0%	24%[57.1 µM]
5	O=C(CSc1nccn1Cc1ccccc1)Nc1nccs1	1	-9%	15%	-8%	7%	-23%	6%	-2%	29%
6	CC(=O)C1=C(O)C(=O)N(c2ccccn2)C1c1ccc(Cl)cc1 (stereo unspecified)	-1	-1%	3%	2%	7%	-3%	-3%	2%	19%
7	O=C(CN1CCN(c2ccccc2F)CC1)Nc1nnc(C(F)(F)F)s1	-1	0%	-2%[57.1 µM]	3%	-5%	-6%	-1%	0%	38%[0.0914 µM]
8	Cc1cc([N+](=O)[O-])nn1Cc1c(F)c(F)c(F)c(F)c1F	1	-1%	4%	-20%	3%	-5%	-4%	-5%	12%
9	O=C(O)c1ccc2nc(-c3cc4cccc(O)c4oc3=O)[nH]c2c1	34	.	-4%[57.1 µM]	-18%	.	?	.	.	0%[57.1 µM]
10	C=CCCCCCCCCc1nc(SCC(C)=O)n[nH]1	1	0%	8%	-5%	8%	-16%	-1%	-16%	17%
11	COc1ccc(C(=O)NCC(=O)N2CCN(C(=O)c3ccco3)CC2)cc1	-5	0%	-3%	6%	-5%	-11%	-5%	1%	2%
12	CC1CC(C)(C)NC(=S)N1CCC(=O)N1CCN(Cc2ccccc2)CC1 (stereo unspecified)	-2	2%	-5%	-27%	3%	-9%	-3%	9%	11%[57.1 µM]
13	O=C(NC1CCCCC1)C(c1cccnc1)N(CCc1ccccc1)C(=O)Cc1cccs1 (stereo unspecified)	-8	1%	4%	?	7%	-10%	-1%	6%	19%
14	CCOc1ccc(CNC(=O)c2ccc3c(c2)nc2n3CCOC2)cc1	1	1%	5%[57.1 µM]	5%	0%	-21%	1%	-7%	15%[57.1 µM]
15	CCOC(=O)N1CCC(Nc2cc(C)nc3c(-c4ccccc4OC)c(C)nn23)CC1	-1	-4%	-8%	35%	-2%	-16%	-2%	-8%	5%
16	CN(C(=O)/C=C/c1ccc([N+](=O)[O-])s1)c1ccccc1	-6	?	-9%	-12%	4%	-3%	-10%	7%	-35%
17	CCCCc1nc2ccccc2n2c(-c3ccc(C)cc3)c3c(=O)n(C)c(=O)n(C)c3c12	-1	2%	-1%	-11%	-9%	-10%	0%	3%	16%
18	Cc1cc(C)c(C(=O)Nn2c(C)nc3ccccc3c2=O)cc1C	1	-6%	2%	19%	0%	-23%	1%	3%	0%
19	O=C(NCC1CCCO1)c1ccc(NC(=O)C2CC=CCC2C(=O)O)cc1 (stereo unspecified)	-4	0%	9%[57.1 µM]	2%	0%	-16%	-3%	0%	9%[57.1 µM]
20	O=C(OCC(=O)N1CCN(c2ccccc2)CC1)c1nc(Cl)ccc1Cl	-3	1%	-2%	10%	3%	-17%	-4%	-5%	-1%
21	CCOC(=O)[C@@H]1[C@H]2COc3ccccc3[C@H]2N2C(=O)N(c3cccc(Cl)c3)C(=O)[C@]12C	1	-7%	-5%	-7%	-13%	-30%	-6%	-4%	14%
22	C/[N+]([O-])=C\c1coc2ccccc2c1=O	2	2%	16%[57.1 µM]	?	11%	-12%	-2%	0%	46%[activator][57.1 µM]
23	CCOC(=O)c1ccccc1NC(=O)CSc1nc2cn(CC)nc2c(=O)n1Cc1ccc(Cl)cc1	-19	1%	-8%	6%	-6%	-13%	1%	8%	8%
24	COCC(=O)NC1CC(C)(C)Cc2c1cnn2-c1ccc(F)cc1 (stereo unspecified)	0	9%	10%	-2%	19%	-6%	3%	0%	19%
25	CC(C)(C)NC(=O)CN(C(=O)C(=O)Nc1ccc2c(c1)OCCO2)N1CCOCC1	-6	1%	-6%	-7%	-4%	-7%	-2%	9%	20%[57.1 µM]
26	COCCOc1ccc(C(F)(F)F)cc1NC(=O)CN1C(=O)NC2(CCc3ccccc32)C1=O (stereo unspecified)	2	-1%	-4%	13%	2%	-18%	0%	9%	5%
27	Cc1ccccc1S(=O)(=O)N(C)C[C@@H]1OCc2cnnn2CCCC(=O)N([C@H](C)CO)C[C@@H]1C	-7	0%	.	.	1%	-1%	-6%	-3%	.
28	CCCNC(=O)Nc1ccc(NC(C)=O)cc1	0	5%	-4%	?	-6%	-6%	-4%	-3%	20%
29	N#CCCn1cc(C(=O)CN2C(=O)C(=O)N(C3CCCC3)C2=O)c2ccccc21	-18&4	0%	-6%[57.1 µM]	-10%	-7%	-5%	-5%	?	12%
30	CCOc1ccc(-n2c(=O)c3c(C)c(C)sc3n(CC(=O)C(C)(C)C)c2=O)cc1	-2	.	-10%	-7%	.	-22%	.	.	-20%
31	Cc1cc(SCc2ccc(Cl)c(Cl)c2)nc(=O)[nH]1	-11	-7%	2%	-11%	2%	-5%	5%	-6%	7%
32	Cc1c(NS(=O)(=O)c2cc(C(=O)OCC(=O)c3ccccc3F)ccc2Cl)c(=O)n(-c2ccccc2)n1C	-16	-6%	.	.	-15%	?	4%	-4%	.
33	CCN(CCO)C(=O)c1ccc2nc(Cc3ccc(OC)cc3)oc2c1	-3	0%	1%	-26%	-2%	-18%	-2%	-24%	10%
34	OC[C@@H]1[C@@H](c2ccccc2)C(c2cccc(Cl)c2)=NN1c1ccccc1	-2	-13%	58%[activator]	22%	12%	-16%	-1%&-1%	10%	27%
35	O=c1c2cn[nH]c2[nH]c(=S)n1-c1cccc(Cl)c1	0	1%	2%	-37%	7%	-11%	3%	6%	-16%
36	Cn1c2c(c(=O)n(C)c1=O)C(NC(=O)C(C)(C)C)(C(F)(F)F)C(=O)N2 (stereo unspecified)	-2	-1%	5%[57.1 µM]	-4%[11.4 µM]	7%	2%	-4%	9%	-2%
37	CN(C)CCCOC(=O)c1ccccc1Cl	0	0%	5%[57.1 µM]	24%	3%	-11%	1%	1%	12%[57.1 µM]
38	O=C(NC1CCN(Cc2ccccc2)CC1)c1ccc2c(c1)[nH]c(=O)n2Cc1ccc(F)cc1	-6	1%	9%[57.1 µM]	4%	-2%	-10%	-5%	-17%	4%[57.1 µM]
39	Cc1cc(Oc2nc3ccccn3c(=O)c2/C=C(\C#N)C(=O)NC2CCS(=O)(=O)C2)ccc1Cl (stereo unspecified)	-8	-17%	98%[activator]	4%	-2%	-8%	?	8%	-21%
40	Cc1cc(C(=O)N2CCN(S(=O)(=O)c3ccc(C)c(C)c3)CC2)no1	-4&5	2%	-15%	-3%	2%	-3%	-3%	-7%	-15%
41	COc1ccc2cc3cc(C(=O)NCc4ccco4)oc3nc2c1	-4	-9%	264%[activator]	5%	-5%	-14%	-2%	-7%	?
42	COc1cccc(CCNc2ncnc3c2nnn3C)c1	-5	3%	5%[57.1 µM]	-32%	41%[activator]	-13%	1%	-7%	18%[57.1 µM]
43	CS(=O)(=O)c1ccccc1-c1nc(-c2cccc(Cl)c2)no1	-6	-7%	3%[57.1 µM]	16%	6%	-15%	1%	9%	19%[57.1 µM]
44	CCOC(=O)CSc1nnc(-c2ccc(OC)cc2OC)o1	-6	-3%	6%	19%	5%	20%	-1%	-7%	15%
45	COC(=O)C(Cc1ccc(OC(=O)c2ccccc2Cl)cc1)N1Cc2ccccc2C1=O (stereo unspecified)	-1	-8%	2%[57.1 µM]	-37%	-1%	-3%	4%	-5%	10%[57.1 µM]
46	O=S(=O)(c1ccc(NC(=S)NN=C(C2CC2)C2CC2)cc1)N1CCOCC1	13	-2%	0%	-12%	0%	-19%	-3%	0%	1%
47	Cc1ccc2c(c1)nnn2C1CCN(C(=O)c2cccs2)CC1	-1	-1%	9%	-3%	8%	-9%	-3%	.	26%
48	Cn1c(=O)c2c(nc(SCC(=O)c3ccc(F)cc3)n2C)n(C)c1=O	-6	-3%	8%[57.1 µM]	6%	-6%	-14%	-1%	-5%	5%[57.1 µM]
49	Cc1ccc(CNC(=O)c2cccc3c2C(=O)c2ccc(N4CCCCC4)cc2S3(=O)=O)cc1	-1	?	-1%	-14%	7%	321%[activator]	2%	22µM*	3%

Just USP1-UAF1 inh (two entries from above):
entry	Compound	USP1-UAF1 inh
46	O=S(=O)(c1ccc(NC(=S)NN=C(C2CC2)C2CC2)cc1)N1CCOCC1	-19%
47	Cc1ccc2c(c1)nnn2C1CCN(C(=O)c2cccs2)CC1	-9%

An excerpt; rates above refer to the full screens.
